Screening results (PubChem BioAssay)
AGP1 TOR yeast: modulators of AGP1-GFP expression in yeast TOR pathway, primary screen, cell-based, multiplex flow cytometry, S. cerevisiae, MLPCN library; 3 h; GFP as percent of DMSO wells; GFP response vs DMSO, % at 10 µM; hit rate 0.02% among 320,000;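 active = GFP response relative to DMSO above a set limit, near screen average plus 3 SD, cut at about 150% in these data; inconclusive = fewer than 70 cells counted for the yeast strain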;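 also: median GFP channel fluorescence of the gated AGP1 strain per well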
GRK2 inh: compounds blocking aptamer binding on GRK2 – biochemical, human GRK2, bead flow cytometry, HTS, primary screen; AID 488847, 2010; inhibition of aptamer binding, % at 10 µM; FAM-aptamer displacement from GRK2; hit rate 0.59% among 330,000; Beta-adrenergic receptor kinase 1 (Homo sapiens), P25098;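 active = inhibition of aptamer binding above 40%, roughly 3 SD of noise, on plates passing a quality check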;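 also: median bead fluorescence of bound FAM aptamer so fluorescent compounds give negative values; no value below 0 was filed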
VLA-4 inh: inhibition in human VLA-4 binding assay, primary screen, VLA-4 allosteric modulator project, MLPCN library, flow cytometry, VLA-4 expressing cells; ligand binding flow cytometry; inhibition, % (about 7 µM as worked out from the volumes in the protocol); hit rate 0.2% among 330,000; AID 2557, 2010; in the data active = inhibition above about 50%
Fam108B inh: mouse Fam108B serine hydrolase inhibitors, primary screen, counter-screen for RBBP9 inhibitor project, biochemical, fluorescence polarization | hit rate 0.33% among 300,000 | AID 1947, 2009 | recombinant Fam108B, FP-Rh probe fluorescence polarization | inhibition, % at 9.51 µM;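 active = inhibition above the screen mean inhibition plus 3 SD, computed separately per campaign, cut at about 18% in these data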;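 also: inhibitors lower polarization as less probe binds the enzyme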
MCL1 BIM primary: inhibitors of MCL1 binding to BIM-BH3, primary screen, biochemical, fluorescence polarization. hit rate 0.68% among 320,000. inhibition, % at 10.9 µM. GST-MCL1 / FITC-Bim-BH3 fluorescence polarization. Induced myeloid leukemia cell differentiation protein Mcl-1 (Homo sapiens), Q07820. AID 2057, 2009;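 active = inhibition above the mean inhibition of all tested compounds plus 3 SD, set per campaign, cut at about 40% in these data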;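 also: 0% = DMSO wells and 100% = unlabeled Bim-BH3 peptide control; higher means more loss of mP so more displacement of Bim peptide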
Target sequence (Q07820 whole entry, looked up): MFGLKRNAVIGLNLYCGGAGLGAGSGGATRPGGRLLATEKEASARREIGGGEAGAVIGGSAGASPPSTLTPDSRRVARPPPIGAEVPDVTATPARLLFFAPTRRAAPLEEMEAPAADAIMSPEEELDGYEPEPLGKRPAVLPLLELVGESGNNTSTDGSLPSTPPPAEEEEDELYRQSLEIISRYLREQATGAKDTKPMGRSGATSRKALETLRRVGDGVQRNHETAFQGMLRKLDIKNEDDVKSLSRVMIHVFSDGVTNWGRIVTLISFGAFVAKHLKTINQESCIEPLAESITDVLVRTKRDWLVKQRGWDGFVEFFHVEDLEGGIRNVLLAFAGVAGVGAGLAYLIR
GLD-1 TGE inh: GLD-1/TGE RNA complex disruptors, primary screen, biochemical, fluorescence polarization. Female germline-specific tumor suppressor gld-1 (Caenorhabditis elegans), Q17339. purified GLD-1 + fluorescein TGE RNA. inhibition, % at 5.96 µM. hit rate 0.44% among 320,000. AID 2280, 2010;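 active = percent inhibition above a per-plate cutoff, the plate mean of test compounds plus 3 SD, cut at about 30% in these data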;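 also: 0% = DMSO wells with GLD-1 and probe and 100% = wells lacking GLD-1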
MEX-5 binding: MEX-5 zinc finger RNA-binding disruptors – biochemical, C. elegans, fluorescence polarization, MLPCN library, primary screen; activity score (negative = inhibition of binding), % at 10 µM; Zinc finger protein mex-5 (Caenorhabditis elegans), Q9XUB2; hit rate 0.38% among 300,000; MEX-5/FITC-TCR2 RNA binding; hits give low values;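 active = inhibition past about -25% in most replicates, and total fluorescence under double the plate's negative control median, limit read from the data; inconclusive = replicates evenly split on the limit, or fluorescence at least double controls; inactive = too little inhibition in most replicates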;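 also: 0% = DMSO and -100% = 5 µM competing unlabeled TCR2 RNA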
Target sequence (Q9XUB2 whole entry, looked up): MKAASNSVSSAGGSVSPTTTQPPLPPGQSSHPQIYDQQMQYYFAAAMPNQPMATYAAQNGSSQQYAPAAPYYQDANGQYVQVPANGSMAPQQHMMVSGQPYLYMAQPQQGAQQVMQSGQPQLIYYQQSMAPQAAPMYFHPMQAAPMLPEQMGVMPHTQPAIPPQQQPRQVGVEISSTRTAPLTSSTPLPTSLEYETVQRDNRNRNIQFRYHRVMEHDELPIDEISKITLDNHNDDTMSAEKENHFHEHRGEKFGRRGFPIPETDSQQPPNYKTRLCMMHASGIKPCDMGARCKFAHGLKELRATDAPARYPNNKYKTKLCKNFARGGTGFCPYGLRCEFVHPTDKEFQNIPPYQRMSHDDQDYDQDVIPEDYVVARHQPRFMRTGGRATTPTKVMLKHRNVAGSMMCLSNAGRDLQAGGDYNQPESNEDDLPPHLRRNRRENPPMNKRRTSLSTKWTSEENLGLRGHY
BCLXL inh: inhibitors of human Bcl-xL, primary screen, biochemical, fluorescence polarization, HTS. Bcl-2-like protein 1 (Homo sapiens), Q07817. GST-Bcl-xL / FITC-Bim BH3 peptide fluorescence polarization. inhibition, % at 10.9 µM. hit rate 0.7% among 320,000. AID 2129, 2009;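 active = inhibition above the mean of all tested compounds plus 3 SD, cutoff set per campaign, cut at about 30% in these data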;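 also: 0% = DMSO wells and 100% = unlabeled Bim-BH3 peptide competitor; inhibitors lower millipolarization by displacing the labeled peptide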
Target sequence (Q07817 whole entry, looked up): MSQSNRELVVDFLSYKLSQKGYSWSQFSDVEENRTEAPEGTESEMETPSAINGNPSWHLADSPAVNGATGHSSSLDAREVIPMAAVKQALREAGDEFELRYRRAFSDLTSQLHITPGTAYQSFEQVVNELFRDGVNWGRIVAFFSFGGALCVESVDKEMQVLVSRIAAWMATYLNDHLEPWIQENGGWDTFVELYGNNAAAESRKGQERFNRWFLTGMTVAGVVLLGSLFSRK
CIT2 TOR yeast: modulators of CIT2-GFP expression in yeast, primary screen, S. cerevisiae, GFP fusion, multiplex flow cytometry, MLPCN library; S. cerevisiae CIT2-GFP strain, 3 h; 100 means same as DMSO wells; GFP response vs DMSO, % at 10 µM; hit rate 0.065% among 320,000; AID 2029, 2009;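 active = GFP response relative to DMSO above a set limit, near the screen mean plus 3 SD, cut at about 150% in these data; inconclusive = Fewer than 70 cells measured for a yeast strain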;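 also: ratio of well median GFP fluorescence to mean of DMSO wells on the plate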
* = called active by the depositor; ? = inconclusive; . = not tested or not shown.

SMILES	AGP1 TOR yeast	GRK2 inh	VLA-4 inh	Fam108B inh	MCL1 BIM primary	GLD-1 TGE inh	MEX-5 binding	BCLXL inh	CIT2 TOR yeast
CCOC(=O)c1c(-c2ccc(C)cc2)csc1NC(=O)CCSc1nnc2ccccn12	94	2	-7	1	11	5	-0.5	2	96
CNC(=O)CSc1nnc(-c2cccnc2)n1CCc1ccccc1	103	1	3	-1	-5	-1	-0.8	-3	97
C=Cn1ccnc1P(=S)(c1ccc2c(c1)c1ccccc1n2CC)c1nccn1C=C	101	2	-3	-9	4	5	-3.4	4	101
CCCCN(C)CCOc1ccccc1OCC	104	3	-25	5	3	-5	-1.4	5	108
O=C(Nc1ccc(C(=O)N2CCC(O)(c3ccc(Cl)c(C(F)(F)F)c3)CC2)cc1)c1ccc(Br)o1	78	0	0	-17	2	1	.	0	80
CC1Cc2nc(SCC(=O)N3CCCC3)n(C)c(=O)c2S1 (centres undefined)	95	100*	9	6	8	8	0.9	5	93
COc1cc(/C=C/c2ccc3cccc(O)c3n2)cc(Cl)c1OC	91	0	-1	1	4	-2	-1.3	5	97
CC(C)(C)NC(=O)CN(C(=O)C(=O)Nc1ccc2c(c1)OCCO2)N1CCOCC1	80	1	23	5	3	-4	-2.9	1	97
O=C(Nc1nnc(-c2ccccn2)o1)c1cccc(Br)c1	100	0	-30	12	-3	-2	-3.5	4	97
COC(=O)c1cccc(-n2c(C)cc(C=O)c2C)c1C	92	0	5	2	1	-5	0.2	2	93
COc1ccccc1N(CC(=O)Nc1ccccc1)S(=O)(=O)c1cccs1	96	0	1	.	0	3	.	0	102
COc1ccc(-c2cc(C(F)F)n3ncc(C(=O)n4ccnc4C)c3n2)cc1	56	0	-3	-7	11	-1	-1.8	7	100
Cc1nnc(NC(=O)C2CCN(C(=O)c3ccco3)CC2)s1	87	0	-6	-3	4	-1	0.3	0	102
CCCCn1c(C)cc2cc(O)ccc21	97	3	-1	2	2	6	1.4	14	93
CC(C)NC(=O)/C(C#N)=C\c1ccc(N(C)C)o1	85	2	-1	-3	-198	-203	?	-143	102
O=C(Cc1ccc([N+](=O)[O-])cc1)N1N=C(c2ccncc2)CC1(O)C(F)(F)F (centres undefined)	98	0	-18	-1	7	0	1.1	2	92
COc1ccccc1OCCC(=O)OCC(=O)Nc1ccc(Br)cc1F	102	3	15	-6	4	-7	-1.7	5	101
COC(=O)c1ccccc1NC(=O)C/C(C)=N/NC(=O)Cc1ccc(Cl)cc1	92	0	1	-2	53*	-4	-3.0	4	91
Cc1nc2ccc(NC(=O)c3cccnc3)cc2s1	107	0	-1	3	1	-7	1.3	0	106
CCOC(=O)c1c(C)[nH]c(C)c1S(=O)(=O)NCC1CCN(Cc2cccc(Cl)c2)CC1	101	0	5	-2	4	-1	3.7	4	99

The closing two records of the part before open the next one.
SMILES	AGP1 TOR yeast	GRK2 inh	VLA-4 inh	Fam108B inh	MCL1 BIM primary	GLD-1 TGE inh	MEX-5 binding	BCLXL inh	CIT2 TOR yeast
Cc1nc2ccc(NC(=O)c3cccnc3)cc2s1	107	0	-1	3	1	-7	1.3	0	106
CCOC(=O)c1c(C)[nH]c(C)c1S(=O)(=O)NCC1CCN(Cc2cccc(Cl)c2)CC1	101	0	5	-2	4	-1	3.7	4	99
CCn1cc([N+](=O)[O-])c(C(=O)Nc2ccc(Br)cn2)n1	107	1	-8	-2	0	4	0.5	2	92
CCCSc1nnc(-c2ccccc2NC(=O)CC)c(=O)[nH]1	97	1	1	-3	-2	0	1.0	-1	.
O=C(CCS(=O)(=O)c1cccs1)N1CCCC1	104	1	-13	-2	6	4	2.3	2	106
CCC(=O)c1ccc(OCC(=O)Nc2nc(C)cs2)cc1	104	0	8	.	.	4	.	.	106
O=C(NC(=S)NC1C2CC3CC(C2)CC1C3)C12CC3CC(CC(C3)C1)C2 (centres undefined)	109	0	4	-3	6	3	2.1	1	113
Cc1c(Cl)c([N+](=O)[O-])nn1CCCC(=O)Nc1c(Cl)cccc1Cl	109	0	11	5	3	-6	1.2	1	101
Cc1c(C(=O)O)sc2nc(/C=C/c3cccc(O)c3)[nH]c(=O)c12	98	9	-2	1	-5	1	-3.1	11	104
COc1ccccc1N(CC(O)CN(c1ccccc1)S(C)(=O)=O)S(=O)(=O)c1ccccc1 (centres undefined)	100	0	1	1	2	-8	1.4	3	92
Cc1cc(C)c(S(=O)(=O)N2CCCOC2CNC(=O)C(=O)NCCC2=CCCCC2)c(C)c1 (centres undefined)	104	0	-10	-5	-2	5	-2.7	-5	106
O=C(Cn1nc(Cl)nc1Cl)c1ccc(F)cc1	94	0	-3	3	0	-8	-1.5	3	94
CC(=O)C(C)Oc1ccc2c3c(c(=O)oc2c1)CCCC3 (centres undefined)	86	0	5	3	1	-4	-0.8	5	75
CC1(C)CC(=O)C=C(Nc2cccc(F)c2)C1	98	1	4	2	0	7	1.6	3	104
CCC1Cc2c(nc(N)c3c(N)nc(N4CCCCC4)c(C#N)c23)O1 (centres undefined)	102	1	-4	8	9	4	-1.7	13	97
NC(N)=N/N=C/c1ccc(OCc2ccccc2Cl)cc1	97	0	25	3	3	1	1.4	4	85
CCc1ccc(N2Cc3ccccc3C2)cc1	102	4	-12	-2	3	2	-0.6	8	101
Fc1ccc2cnc(-c3ccccc3)cc2c1	88	2	24	.	.	2	.	.	88
CCC(C(=O)NCc1ccco1)n1nc(C)c2c(C)n(-c3ccc(C)cc3)nc2c1=O (centres undefined)	106	1	8	-5	2	-2	-0.9	7	107
O=C(Nc1ccc(NC(=S)NC(=O)C(c2ccccc2)c2ccccc2)cc1)c1ccccc1	101	0	3	-24	14	6	-0.4	-2	108
O=c1c(-c2ccccc2)c(O)c2c(n1-c1ccccc1)CCCC2	103	0	11	6	14	-6	0.3	7	106
N#CCc1nn(-c2ccc(Cl)cc2)c(N)c1C#N	96	1	0	-3	-1	0	3.8	5	93
Cc1cc(=O)oc2c(C(=O)/C=C/c3ccccc3)c(O)ccc12	89	2	-2	2	-1	4	0.4	2	83
O=C(Nc1ccc2ccccc2c1)c1ccccc1O	95	0	8	-1	8	2	0.2	5	98
Cc1ccnc(SC2CC(=O)N(c3ccc(F)cc3)C2=O)n1 (centres undefined)	107	0	1	-4	8	4	0.0	4	103
Cn1c(NCCO)nc2c1c(=O)n(Cc1ccc(F)cc1)c(=O)n2C	104	14	6	-2	11	7	-1.1	10	99
COC(=O)c1ccc2[nH]c([C@H](C)O)c([C@H](C)O)c2c1	101	0	-83	5	-5	5	4.2	5	99
CN(C(=O)COC(=O)c1ccc2[nH]c3c(c2c1)CCCC3)C1CCS(=O)(=O)C1 (centres undefined)	109	1	1	4	-10	7	0.3	3	107
Cc1ccc2cc(C#N)c(N3CCN(C(=O)c4cccs4)CC3)nc2c1	94	2	-9	-2	9	0	-1.4	7	95
COc1ccc(N2CCN(C(=O)C3Cc4ccccc4CN3C(=O)c3ccccc3)CC2)cc1 (centres undefined)	106	2	9	0	-1	4	1.6	1	98
CC(CCN1CCC(n2nccc2NC(=O)c2ccccc2Cl)CC1)c1ccccc1 (centres undefined)	109	0	-9	0	6	-1	-0.7	7	101
CC(C)(O)[C@@H]1Cc2c(ccc3ccc(=O)oc23)O1	78	1	5	0	-2	-4	-0.7	-3	82
CNCC(O)COc1ccccc1 (centres undefined)	84	0	-3	-1	9	4	1.7	3	92
COC(=O)c1ccc(CSc2ccccc2C)o1	104	3	9	2	-1	4	-0.3	-1	103
CC1CC(C(=O)Nc2ccccc2)C(=O)O1 (centres undefined)	.	4	2	-2	11	-1	4.0	2	.
COC(CC(=O)NNC(=S)Nc1ccccc1)OC	99	1	-2	2	9	-2	0.6	4	105
CCc1noc(C)c1C(=O)NCCc1ccc(S(N)(=O)=O)cc1	100	0	5	-2	-6	-1	0.3	-5	94
COc1ccccc1CC(NC(C)=O)C(=O)NC1CCN(C(=O)Nc2ccc(F)cc2)CC1 (centres undefined)	97	3	9	-3	-2	5	-1.1	0	101
Cc1c(NC(=O)C(C)OC(=O)CCC2CCCC2)c(=O)n(-c2ccccc2)n1C (centres undefined)	98	4	24	-1	-1	1	1.1	0	98
O=C(COC(=O)C1=NN(c2ccccc2)C(=O)CC1)Nc1ccc([N+](=O)[O-])cc1C(F)(F)F	90	3	-9	.	-7	0	.	-2	87
CCOc1cc(C(=O)N2CCCN(C)CC2)cc(OCC)c1OCC	107	0	6	1	5	3	1.1	-2	107
Cc1cc(C(=O)Cn2nnc(-c3ccc(Cl)cc3)n2)c(C)n1-c1ccccc1	98	3	-14	-7	4	4	0.6	12	98
CO/N=C/NC(=O)C1=NOC(CNc2ncc(C(F)(F)F)cc2Cl)C1 (centres undefined)	94	1	5	0	1	6	-5.4	-2	99
Cc1ccc(F)c(C2=CC(=O)C[C@H](c3ccc(F)cc3)C2)c1	96	0	8	.	2	-3	.	6	98
O=C(Nn1cnc2ccccc2c1=O)c1ccc(Cl)c([N+](=O)[O-])c1	95	1	-1	-4	-7	4	-0.5	-2	93
CC12CCC3C(CCC4N(CCO)CCC34C)C1CCC2O (centres undefined)	96	49*	24	-3	-2	-7	0.1	-1	98
COc1ccccc1OCCC(=O)OCC(=O)Nc1cccc(Br)c1	94	3	7	2	-3	-4	-2.0	1	91
COc1ccc(-c2ccc(CCC(=O)O)n2C(C)C)cc1	102	3	1	-6	-1	-2	-1.9	-2	99
COc1ccc(C(=O)O)cc1S(=O)(=O)Nc1ccc2cn[nH]c2c1	103	2	4	.	.	4	.	.	101
COc1ccccc1C(=O)NC(=O)COC(=O)c1nc(Cl)ccc1Cl	105	13	-2	4	-1	6	1.0	-2	96
Cc1cc(C)c(NC(=O)CS(=O)CC(=O)N2CCN(c3ccccc3)CC2)c(C)c1 (centres undefined)	116	0	0	2	0	4	2.8	0	116
COc1ccc(OC2OC3COC(c4ccco4)OC3C(O)C2NC(C)=O)cc1 (centres undefined)	98	5	25	1	3	1	1.5	7	106

The listing continues:
SMILES	AGP1 TOR yeast	GRK2 inh	VLA-4 inh	Fam108B inh	MCL1 BIM primary	GLD-1 TGE inh	MEX-5 binding	BCLXL inh	CIT2 TOR yeast
CCOC(=O)c1[nH]c2ccc(F)cc2c1NC(=O)CN1CCc2cc(OC)c(OC)cc2C1	104	0	5	1	-18	6	1.9	-3	96
CC(=O)Nc1ccc(NC(=O)N(c2ccccc2)c2ccccc2)cc1	99	1	-16	-1	-3	-15	1.5	4	102
CCCN(CCC)Cc1c(C(=O)N/N=C/c2ccc(Br)cc2)nnn1-c1nonc1N	106	2	-1	-21	-2	6	-1.4	1	107
Cc1cc(=O)n2c3ccccc3n(CC(O)CN3CCCC3)c2c1C#N (centres undefined)	102	0	17	-3	2	-1	-1.8	6	97
CNc1nc(Oc2ccc(=O)n(C)n2)nc(N2CCOCC2)n1	103	0	-2	2	1	6	0.4	3	103
Cc1csc(Nc2ccc(Cl)cc2)n1	104	0	0	1	4	-1	1.0	3	102
